AID2073 = inhibitors of Mint1-CaV2.2 protein interaction, biochemical, HTRF (AID 2073); HTRF protein-protein interaction, Mint1-CaV2.2; higher % means a stronger effect; inhibition, % at 20 µM, or IC50 in µM where a hit was titrated; 290,000 compounds, 0.19% hits; in the data active = inhibition mostly above about 51%, no sharp cut-off; also: some results filed as inactive read as strong as hits
HEK293 NOD2/NF-kB = NOD2 signaling inhibitors, cell-based, luminescence, uHTS, HEK293 (AID 1566). HEK293 NOD2/NF-kB luciferase reporter, luminescence; higher % means a stronger effect. inhibition, % at 4 µM; hits with a dose series show EC50 in µM. 290,000 compounds, 0.63% hits; also: many of its hits are not listed in these tables
XIAP displacement = XIAP antagonists, biochemical, IAP family, fluorescence polarization (AID 1018); displacement, % at 20 µM, or IC50 in µM where a hit was titrated; XIAP BIR domain, fluorescence polarization peptide displacement; higher % means a stronger effect; 200,000 compounds, 0.007% hits; in the data active = displacement above about 50%; also: a part of the inactive calls stands beside numbers as strong as those of hits
Siah-1 displacement = Siah-1 peptide-binding antagonists, primary screen, biochemical, fluorescence polarization, rhodamine-plectin, uHTS (AID 1817); Siah-1 / rhodamine-plectin peptide fluorescence polarization; higher % means a stronger effect; one-dose displacement, % at 20 µM; IC50 in µM for titrated hits; 290,000 compounds, 0.02% hits;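 active = displacement of at least 50% at 20 µM, with a fluorescence ratio check between 0.3 and a set limit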;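 also: plate controls were Siah plus tracer with DMSO for no effect and tracer alone without Siah for full effect; strong numbers were not always called active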
ER stress rescue = rescue of cells from ER stress-induced death, primary screen, 384-well, CSM14.1, thapsigargin, ATP luminescence (AID 1222). cellular ATP content (survival), % at 20 µM, or EC50 in µM where a hit was titrated. 190,000 tested, under 10 active. CSM14.1 thapsigargin-induced death rescue, ATP luminescence; higher % means a stronger effect;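 active = EC50 below 50 µM in the dose-response confirmation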;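 also: death triggered by thapsigargin at about 15 µM added after 2 h compound pretreatment; cell ATP read after overnight thapsigargin exposure of roughly 18 to 22 hours; normalized against plate controls of thapsigargin alone and 5% DMSO vehicle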
M17LAP inhibition = P. falciparum M17LAP inhibitors, primary screen, biochemical, fluorogenic H-Leu-NHMec substrate, 1536-well (AID 1619); Leucine aminopeptidase (Plasmodium falciparum (isolate 3D7)); recombinant M17LAP, H-Leu-NHMec fluorogenic kinetic assay; higher % means a stronger effect; inhibition, % at 30 µM, or IC50 in µM where a hit was titrated; 220,000 compounds, 0.38% hits;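 active = compound inhibiting the enzyme by more than half at any dose during confirmatory dose-response retesting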;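 also: plate controls were full reaction with DMSO carrier for no effect and no enzyme background for full effect; strong numbers were not always called active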
Hep lipid drop = inhibitors of hepatocyte lipid droplet formation, primary screen, imaging, high-throughput imaging, BODIPY stain; AML12 mouse hepatocytes, oleate lipid droplets; inhibition, % at 6.5 µM; 240,000 compounds, 0.4% hits;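 active = lipid droplet intensity inhibited by at least 50%, with more than 500 cells counted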
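System: AML12 hepatocytes (mouse). Probe or stimulus: oleic acid at 100 µM to induce lipid droplet formation. Times: overnight treatment with compound plus oleate. Detection: Image-based BODIPY and DAPI two-channel analysis. Evaluation: percent inhibition of filter-corrected integrated lipid droplet intensity per well.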
LYP phosphatase = inhibitors of LYP phosphatase, biochemical, fluorescence intensity, uHTS (AID 1779); Tyrosine-protein phosphatase non-receptor type 22 (Homo sapiens); recombinant LYP phosphatase, fluorescence intensity; higher % means a stronger effect; one-dose inhibition, % at 11.5 µM; IC50 in µM for titrated hits; 290,000 compounds, 0.054% hits;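 also: plate controls were vehicle with enzyme for no effect and no enzyme for full effect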
M1AAP inhibition = P. falciparum M1AAP inhibitors, biochemical, fluorogenic H-Leu-NHMec substrate, 1536-well (AID 1445); Aminopeptidase N (Plasmodium falciparum (isolate 3D7)); recombinant M1AAP, H-Leu-NHMec fluorogenic kinetic assay; higher % means a stronger effect; one-dose inhibition, % at 30 µM; IC50 in µM for titrated hits; 220,000 compounds, 0.42% hits;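 active = primary inhibition above the hit cutoff, then over 50% inhibition at one or more dose response concentrations, cut at about 23% in these data, passing the limit was not always enough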;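 also: plate controls were DMSO full reaction for no effect and no enzyme background for full effect; strong numbers were not always called active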
Hep lipid drop cells 6.5 µM = second read-out of Hep lipid drop, no call of its own (marks repeat the call); cell count; measured here: cell count, cytotoxicity flag;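 cells counted across two imaged fields per well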
An asterisk follows results filed as active; nt = no result given. Rule as the data show it, unless noted: active = inhibition above about 50%; inactive = the rest.

SMILES | AID2073 | HEK293 NOD2/NF-kB | XIAP displacement | Siah-1 displacement | ER stress rescue | M17LAP inhibition | Hep lipid drop | Hep lipid drop cells 6.5 µM | LYP phosphatase | M1AAP inhibition
CCCN(CCC)S(=O)(=O)c1ccc(N2CCCC2=O)c([N+](=O)[O-])c1 | -4% | 0% | -4.2% | 1% | -1.5% | 7% | 6 | 614 | -4% | -5%
CC(C)c1nc(N2CCOCC2)c(C#N)c2c1COC(C)(C)C2 | 12% | -5% | -5.7% | -2% | 3.3% | -19% | nt | nt | -2% | 5%
Cc1cc2ncn(C(=O)c3ccc(F)cc3)c2cc1C | 18% | 11% | nt | 3% | nt | nt | -7 | 818 | -5% | nt
CCN1CCN(c2nc3ccccn3c(=O)c2/C=C(\C#N)S(=O)(=O)c2ccccc2)CC1 | 6% | -5% | nt | 11% | nt | 13% | 7 | 695 | -5% | 8%
Cc1nnc(N/N=C/c2ccccc2F)n1N | 6% | -16% | nt | 1% | nt | nt | -1 | 803 | -6% | nt
CC(C)c1cccc(OCCN2CCCC2)c1 | 11% | -3% | nt | 4% | nt | nt | -1 | 811 | 2% | nt
COc1ccc(Cc2nc(C)cc(Cl)n2)cc1[N+](=O)[O-] | 4% | 16% | nt | 2% | nt | nt | -1 | 860 | -8% | nt
COc1ccc(CNC(=O)CCSCc2ccccc2C)cc1 | 2% | -24% | -13% | 2% | -0.7% | 1% | 13 | 756 | -13% | 2%
CCOc1cc(S(=O)(=O)N2CCN(S(=O)(=O)CC)CC2)c(OCC)cc1-n1cnnn1 | 13% | 9% | nt | 3% | nt | nt | 1 | 774 | -8% | nt
COc1ccc(NC(=O)C2CC2)cc1NS(=O)(=O)c1ccc(F)cc1 | 1% | 6% | 5.7% | 1% | -1.4% | 12% | 14 | 792 | -5% | 17%
Cc1ccc(N2C(=O)CCC2(C(N)=O)c2ccccc2)cc1 (stereo unspecified) | -2% | 11% | -2.1% | 6% | -0.4% | 1% | 25 | 684 | 5% | 0%
COc1cc(OC)cc(C(=O)N[C@H](C(=O)Nc2ccc3c(c2)OCO3)C(C)C)c1 | 2% | -6% | -3.8% | -1% | 0.8% | 11% | -6 | 695 | -1% | 16%
CCCCSCCCNC(=O)Nc1cccc(OC)c1 | -6% | 5% | -2.6% | 2% | -2.3% | -2% | -5 | 836 | -9% | -3%
O=C(COc1ccc(S(=O)(=O)N2CCOCC2)cc1Cl)NC1CC1 | 7% | -14% | nt | -3% | nt | nt | -8 | 747 | -14% | nt
CC(C)CCNC(=O)CCCc1ccccc1 | -1% | -30% | -3.7% | 2% | -0.9% | -3% | -1 | 684 | -5% | 4%
CC(=O)c1cccc(Nc2nc(-c3sc(C)nc3C)cs2)c1 | 0% | 11% | nt | 4% | nt | nt | 2 | 818 | -9% | nt
O=C(NCc1ccccc1)c1cccc(COc2ccccc2Cl)c1 | 0% | -55% | -1.5% | 3% | -1.1% | -10% | nt | nt | 0% | 6%
Cc1ccc(NC(=O)N2CCCCCC2)c(C)c1 | 5% | -5% | nt | 4% | nt | nt | 2 | 820 | -11% | nt
Cc1ccc(NC(=O)CSc2nnc(-c3ccco3)n2N)cc1F | 3% | 7% | nt | -3% | nt | nt | 4 | 723 | -11% | nt
CC(=O)Nc1ccc(NC(=O)CSc2nnc(-c3ccccc3)n2Cc2ccc3c(c2)OCO3)cc1 | -7% | 12% | -2.1% | 4% | 0.1% | 6% | nt | nt | -8% | 0%

Of the compounds above, these contain a nitro group on carbon:
SMILES | AID2073 | HEK293 NOD2/NF-kB | XIAP displacement | Siah-1 displacement | ER stress rescue | M17LAP inhibition | Hep lipid drop | Hep lipid drop cells 6.5 µM | LYP phosphatase | M1AAP inhibition
CCCN(CCC)S(=O)(=O)c1ccc(N2CCCC2=O)c([N+](=O)[O-])c1 | -4% | 0% | -4.2% | 1% | -1.5% | 7% | 6 | 614 | -4% | -5%
COc1ccc(Cc2nc(C)cc(Cl)n2)cc1[N+](=O)[O-] | 4% | 16% | nt | 2% | nt | nt | -1 | 860 | -8% | nt

Later entries
SMILES | AID2073 | HEK293 NOD2/NF-kB | XIAP displacement | Siah-1 displacement | ER stress rescue | M17LAP inhibition | Hep lipid drop | Hep lipid drop cells 6.5 µM | LYP phosphatase | M1AAP inhibition
CCOC(=O)C1(CC)NC(c2ccco2)C2C(=O)N(C)C(=O)C21 (stereo unspecified) | 1% | -3% | -0.9% | 5% | -3.7% | -9% | 5 | 765 | 0% | 6%
CCN(c1cccc(C)c1)S(=O)(=O)c1ccc(-c2coc(C)n2)cc1 | -3% | -5% | nt | 0% | nt | nt | -2 | 750 | 2% | nt
Cc1cc(C)cc(C(=O)NN2CCOCC2)c1 | 4% | 11% | -1.1% | 22% | 1.7% | 6% | -17 | 654 | -8% | 2%
O=S(=O)(NC1CCCCC1)c1ccc(-c2csnn2)s1 | -4% | 9% | -3.5% | 2% | -0.7% | -9% | -4 | 732 | -5% | -7%
N#CCCN1CCN(S(=O)(=O)c2ccc(S(=O)(=O)NCc3ccccc3)cc2)CC1 | 0% | -10% | -1.1% | 5% | -1.3% | -3% | -9 | 582 | -4% | 2%
Cc1c(C(=O)N/N=C/c2ccccc2)[nH]c2c([N+](=O)[O-])cccc12 | 14% | -51% | nt | 12% | nt | -7% | -4 | 718 | -9% | -6%
O=C(N/C=C/c1ccco1)Nc1cccc(Cl)c1 | 9% | 3% | nt | 1% | nt | 9% | 1 | 730 | -6% | 3%
CC1=Nn2c(nnc2-c2ccc(F)cc2)SC1 | -6% | 2% | -0.6% | -1% | 2.8% | 17% | 19 | 620 | 1% | 4%
COCCNC(=O)c1c(N)n(/N=C/c2ccc(F)cc2)c2nc3ccccc3nc12 | 10% | 10% | nt | 4% | nt | -3% | 14 | 738 | -5% | 13%
Cc1cc(=O)oc(C)c1C(=O)Nc1cccc2ccccc12 | -1% | 14% | -4.2% | 1% | -1.0% | -3% | 4 | 761 | -8% | 1%
Cn1c(SCC(=O)Nc2ccccc2F)nnc1-c1cccnc1 | 6% | 8% | -0.5% | 16% | nt | -1% | 21 | 456 | 1% | -5%
Cn1c(SCC(=O)c2ccc3c(c2)OCO3)nnc1-c1ccccn1 | 18% | 0% | -5.2% | -1% | -0.9% | 14% | -7 | 759 | -12% | -4%
COC(=O)c1cc(NC(=O)c2cc(-c3ccc(OC)cc3)oc2C(F)(F)F)ccc1N1CCOCC1 | 12% | 36% | nt | -6% | nt | 4% | -4 | 711 | 4% | 1%
COc1ccccc1-c1nnc(SCC(=O)NC2CCS(=O)(=O)C2)n1N (stereo unspecified) | 2% | 14% | -0.6% | -3% | -9.3% | 1% | 3 | 662 | -2% | 2%
Cc1ccc(S(=O)(=O)CCc2nnc(NC(=O)CCl)s2)cc1C | -8% | 0% | 0.1% | 5% | 0.1% | nt | -5 | 691 | -8% | nt
COc1ccc([N+](=O)[O-])cc1NC(=S)NC(=O)C(C)(C)C | -10% | 2% | -3.6% | 4% | -1.3% | 4% | 2 | 637 | 6% | -3%
COC(=O)c1nn(-c2ccccc2)c(Sc2ccc(C)cc2)c1/C=N/O | -10% | 1% | -2.4% | 3% | 0.3% | 8% | nt | nt | -3% | 0%
Cc1nc2ccccc2c(=O)n1CC(=O)N1CCOCC1 | -4% | 0% | -1.8% | 5% | nt | -10% | -4 | 644 | -1% | 23%
CCOc1ccc(NC(=S)NC(=O)/C=C/c2ccc(Br)cc2)c([N+](=O)[O-])c1 | 2% | -6% | nt | 7% | nt | -2% | -14 | 664 | -4% | 6%
COc1ccc(OC)c(NC(=O)CSc2nnc(-c3ccco3)o2)c1 | 0% | -16% | nt | 4% | nt | nt | -1 | 790 | -8% | nt
COc1ccc(NC(=O)Nc2cccc3ccccc23)cc1OC | 9% | 24% | nt | -4% | nt | nt | -8 | 830 | -9% | nt
CCCN(CCC)C(C)C(=O)NCC1(c2ccccc2)CCCC1 (stereo unspecified) | -8% | -8% | -9.3% | 14% | 2.9% | -2% | -48 | 720 | -10% | 4%
CCOC(=O)C1CCCN(CCC(C)c2ccccc2)C1 (stereo unspecified) | -7% | -2% | -4.8% | 7% | -1.6% | 15% | 0 | 783 | 4% | -2%
COc1ccc2cc(C(=O)N3CCC(Cc4ccccc4)CC3)[nH]c2c1 | 28% | -9% | nt | -4% | nt | nt | 19 | 833 | 0% | nt
CN(Cc1ccc(F)cc1)C(=O)c1sccc1-c1ccccc1 | 7% | -6% | nt | -4% | nt | nt | -44 | 683 | -20% | nt
Cc1ccccc1N(CC(=O)NCC1CCCO1)C(=O)CCC(=O)Nc1nccs1 (stereo unspecified) | 0% | -12% | nt | 0% | nt | nt | -24 | 833 | -8% | nt
NC(=O)Cn1nc([N+](=O)[O-])nc1Oc1ccccc1C(=O)N1CCOCC1 | -9% | 12% | -4.2% | 2% | -0.7% | 0% | 11 | 699 | 0% | 4%
Cc1cc(Nc2cccc(O)c2)c2ccccc2n1 | 15% | 16% | -6.1% | -2% | -1.1% | 45% | 10 | 713 | 1% | 3%
Cc1c(OCc2ccccc2)c(=O)ccn1Cc1ccccc1 | -6% | 5% | -4.1% | 0% | 4.4% | 4% | nt | nt | 1% | 2%
Cc1c(C(=O)C(C)C)n(C)c2ccccc12 | 7% | -1% | -1.1% | 1% | -1.6% | -7% | nt | nt | -4% | 4%
O=C(Nc1ccccc1)N1CCN(CCc2ccccc2)CC1 | 1% | 4% | -9.3% | 1% | 0.7% | 0% | -1 | 691 | -14% | 1%
CCOC(=O)c1sc(NC(=S)NC(=O)C23CC4CC(CC(C4)C2)C3)cc1C | 12% | -14% | 2.7% | 0% | -2.8% | -2% | 19 | 676 | 5% | 0%
CC(NC(=O)c1cnccn1)c1ccc(S(N)(=O)=O)cc1 (stereo unspecified) | -6% | -15% | nt | 0% | nt | 2% | 9 | 663 | -6% | 1%
CCOC(=O)C1(CCOc2ccccc2)CCN(Cc2ccc3nonc3c2)CC1 | -12% | -4% | -5.2% | -7% | 0.8% | 1% | -70 | 776 | -8% | -4%
CS(=O)(=O)N1CCc2ccccc2C1 | 11% | 12% | -4.8% | 14% | -1.6% | 3% | -1 | 737 | -5% | -4%
COC(=O)Cn1c(=NC(=O)CSCC(=O)NC2CCCCC2)sc2cc(OC)ccc21 | -1% | 12% | -6.1% | 4% | 0.1% | -1% | 0 | 743 | -6% | 1%
COc1cccc(C(=O)NCC(=O)N/N=C/c2cccnc2)c1 | -5% | 3% | nt | 3% | nt | nt | 3 | 760 | -1% | nt
COc1ccccc1OCC(=O)N1CCNC1=O | 5% | 15% | -7.3% | -2% | nt | 1% | 15 | 668 | -9% | -5%

This is a subset; count on the stated rates, not on these rows.
